# AID1053144: Wnt/beta-catenin signaling activators, dose response, cell-based, iPS-derived NPC, luciferase, Wnt3a, cherry-pick (AID 1053144) | NPC TCF/LEF luciferase reporter, Wnt3a EC25, 24 h | activation, % at the top dose, mostly 26 µM; hits show AC30 in µM | 3,400 compounds, 4.8% hits;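 active means fitted curve reaches 30% activation at a concentration no higher than the top valid tested dose, luminescence rising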;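 further: wnt3a stimulus is conditioned medium from Wnt3a-transfected mouse L cells at 5% in well; 0% = neutral control wells and 100% = CHIR-99021 positive control wells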
# Active calls of the source: *.
SMILES,AID1053144
C=CCOc1ccc(/C=C2\SC(=S)N(N3CCOCC3)C2=O)cc1,6.1%
O=C(Nc1cccc(F)c1)Nc1ccc2c(c1)OCO2,8.3%
O=Nc1c(-c2c(O)[nH]c3cc(Br)ccc23)[nH]c2ccccc12,0.942µM*
Nc1nc(Nc2ccccc2)sc1C(=O)c1ccccc1,19.5%
COc1cccc(/C=C/C(=O)c2c(O)cc(C)oc2=O)c1O,0.4%
Fc1ccc(/C=N/Nc2ccccn2)cc1,17.4%
CN1CCN(c2ccc(NC(=O)CSc3ccccc3)cc2F)CC1,3.0%
COc1ccc(/C=N/Nc2nc3ccccc3o2)cc1O,-6.2%
CSc1ncccc1C(=O)OCC(=O)c1cc(C)n(C)c1C,8.3%
O=C(O)c1ccccc1-c1ccccc1C(=O)NNc1ccccc1,10.7%
CN1CCN(c2ccc(NC(=O)c3ccc(-c4ccccc4F)o3)cc2)CC1,13.4%
Cc1ccc(-c2cc(NC(=O)c3ccccc3)on2)cc1,10.4%
CCN(C(=O)C=Cc1ccco1)c1ccccc1,4.0%
O=C(C1CCCN(S(=O)(=O)c2ccc(F)cc2)C1)N1CCOCC1 (stereo not drawn),7.6%
O=C(CSc1ccc([N+](=O)[O-])cn1)Nc1ccc(N2CCOCC2)cc1,9.5%
O=C(Nc1nc2ccccc2[nH]1)c1cccc(Cl)c1,15.9%
COc1cc(Cl)ccc1OCc1cc(C(=O)N(C)CC2CCCCO2)no1 (stereo not drawn),8.9%
O=C(Cn1cnc2c(nnn2-c2cccc(Cl)c2)c1=O)N1CCOCC1,0.7%
CCCCNc1c(-c2ccc(SC3CCCCC3)cc2)nc2ccccn12,-0.3%
N/C(=N\OC(=O)COc1ccc(Br)cc1Cl)c1ccncc1,8.7%
Cc1nn2cc(-c3ccc(Cl)cc3)nc2s1,4.0%
CCOC(=O)c1sc(-c2ccccc2)cc1N,11.6%
CC(C)(C)C(=O)Nc1ccc(C(=O)Nc2cccnc2)cc1,4.2%
O=c1oc(CCCO)cc2ccc(C#Cc3ccsc3)cc12,12.6%
Cc1nc(Nc2nc3ccccc3o2)nc(C)c1C(=O)Nc1ccc(F)cc1,2.4%
N/C(=N\OC(=O)CSc1ccccc1)c1ccc([N+](=O)[O-])cc1,15.8%
Cc1ccccc1OCC(=O)Nc1ccc2c(c1)OCCO2,7.9%
CC1CCCN(c2nc3ccsc3c(=O)s2)C1 (stereo not drawn),7.4%
Cc1cc(C)c2c(N)c(C(=O)N/N=C/c3ccccc3)sc2n1,8.9%
COc1ccc2nc(N3C(=O)CNC3=S)sc2c1,4.3%

# Fetched by structure from above, 14 records:
SMILES,AID1053144
Cc1cc(C)c2c(N)c(C(=O)N/N=C/c3ccccc3)sc2n1,8.9%
Cc1nc(Nc2nc3ccccc3o2)nc(C)c1C(=O)Nc1ccc(F)cc1,2.4%
CC1CCCN(c2nc3ccsc3c(=O)s2)C1 (stereo not drawn),7.4%
O=C(Nc1nc2ccccc2[nH]1)c1cccc(Cl)c1,15.9%
COc1ccc2nc(N3C(=O)CNC3=S)sc2c1,4.3%
N/C(=N\OC(=O)COc1ccc(Br)cc1Cl)c1ccncc1,8.7%
CCOC(=O)c1sc(-c2ccccc2)cc1N,11.6%
CCCCNc1c(-c2ccc(SC3CCCCC3)cc2)nc2ccccn12,-0.3%
O=c1oc(CCCO)cc2ccc(C#Cc3ccsc3)cc12,12.6%
O=C(Cn1cnc2c(nnn2-c2cccc(Cl)c2)c1=O)N1CCOCC1,0.7%
Cc1ccccc1OCC(=O)Nc1ccc2c(c1)OCCO2,7.9%
CC(C)(C)C(=O)Nc1ccc(C(=O)Nc2cccnc2)cc1,4.2%
COc1cc(Cl)ccc1OCc1cc(C(=O)N(C)CC2CCCCO2)no1 (stereo not drawn),8.9%
Cc1nn2cc(-c3ccc(Cl)cc3)nc2s1,4.0%

# Continuation.
SMILES,AID1053144
Cc1ccc(-c2nnc(-c3cccc(Br)c3)o2)cc1,8.4%
CCOc1ccc(CCNC(=O)COc2cc(=O)n(C)c3ccccc23)cc1OCC,17.3%
CCc1cc2cc(C(=O)Nc3ccc(F)cc3)sc2s1,6.5%
CN(C(=O)c1cc(-c2ccccc2)on1)C1CCCCC1,11.5%
Cc1ccc(S(=O)(=O)N2CCCC(C(=O)Nc3ccc(NC(=O)c4ccccn4)cc3)C2)cc1 (stereo not drawn),0.5%
COc1cc(/C=N/OCC(=O)NC2CCCCC2C)ccc1OCc1ccc(Cl)cc1 (stereo not drawn),2.1%
C(=N\Nc1nc(-c2ccccc2)cs1)/c1cccs1,3.1%
Cc1ccnc(NC(=O)c2ccc(S(=O)(=O)N3CCC(C)CC3)cc2)c1,6.2%
Cc1ccc(NC(=O)C(c2ccccc2)N2CCN(CC(=O)N3CCOCC3)CC2)cc1 (stereo not drawn),9.3%
Cc1cc(NC(=O)c2cccc(F)c2)ncc1NC(=O)c1ccco1,5.9%
COc1ccccc1NC(=O)C(=O)Nc1ccccn1,13.2%
CC1CCCN(C(=O)c2ccc(-c3ccccc3Cl)o2)C1 (stereo not drawn),6.7%
Cc1ccnc(NC(=O)c2ccc([N+](=O)[O-])s2)c1,8.2%
Cc1cc(NC(=O)CSc2nc3c(cc2C#N)CCC3)no1,10.6%
Cc1ccc(S(=O)(=O)NN=Cc2ccccc2Cl)cc1,-0.4%
Cc1nc(NC(=O)C2CCCC2)sc1Cc1ccc2c(c1)OCO2,5.2%
O=C(Nc1ccc2c(c1)OCCO2)C1CCCN(c2ncccn2)C1 (stereo not drawn),8.2%
c1ccc(NCc2nc(-c3ccccc3)no2)cc1,8.9%
Nc1ccc2c(c1)C/C(=C/c1ccco1)C2=O,11.5%
COc1ccc(N=C(C)c2sc3ccccc3c2O)cc1,4.78µM*
c1ccc2c(Nc3nc4c(s3)CCCC4)cccc2c1,9.1%
CC(C)Cc1cc(C(=O)Nc2ccc(Br)cc2)no1,10.9%
CC(=O)Nc1ccc2c(c1Br)Cc1ccccc1-2,19.4%
Brc1ccc(-n2cnc(-c3ccccc3)c2)cc1,10.5%
c1ccc(-c2nc3ccccc3[nH]2)cc1,16.1%
COc1ccc(Nc2ccc3ccccc3c2)cc1,9.1%
Cc1ccnc2ccc(-c3nc4ccccc4o3)cc12,12.7%
O=c1c(-c2ccccc2)nc2ccccc2n1C(c1ccccc1)c1nc2ccccc2[nH]1 (stereo not drawn),-2.8%
Cc1ccc(CNC(=O)c2ccc(Cn3cc(-c4ccc(C)cc4)nc3-c3ccncc3)cc2)cc1,8.6%
Cc1ccc(C2=NN(C(=O)c3ccco3)C(O)(C(F)(F)F)C2)cc1 (stereo not drawn),-0.2%
COc1ccc(NC(=O)Nc2ccc3oc(C)nc3c2)cc1,13.0%
Cc1cc(NCc2ccccn2)n2ncc(-c3ccccc3)c2n1,20.9%
O=C(Nc1ccc(Cl)cc1)NC1CCCCC1,10.8%
Cc1ccc(OC(=O)COc2ccccc2)c(-n2nc3ccccc3n2)c1,12.3%
Cc1ccccc1Nc1nn2c(=O)c3ccccc3nc2s1,9.6%
O=C(Nc1cccnc1Cl)c1noc2c1CCc1ccccc1-2,0.7%
Cc1ccc(C(=O)Nc2nc3c(s2)CCCC3)o1,4.7%
COc1ccc(NC(=O)NCCC2=CCCCC2)cc1,12.3%
O=[N+]([O-])c1ccc(Nc2nccc(Cl)n2)cc1,1.0%
C(=C\c1cc(/C=C/c2ccccc2)ncn1)/c1ccccc1,8.6%
CCOC(=O)c1cccc(COC(=O)c2cccc(-c3nnc(-c4ccccc4)o3)c2)c1,0.2%
COCCNC(=O)c1cc2c(s1)-c1ccc(Cl)cc1SC2,11.2µM*
CN1CCN(c2ccc(-c3ccnn3C(=O)Nc3ccccc3)cc2)CC1,5.9%
CCOC(=O)c1sc(NC(=O)Nc2ccc(Cl)cc2)nc1C,7.9%
Cc1ccnc(N/C=C/C(=O)c2ccc(Br)cc2)c1,3.3%
Cc1nc(-c2ccc(C(=O)Nc3ccc(F)cc3)cc2)cs1,2.1%
CC1CC(c2ccccc2)=Nc2ccccc2N1 (stereo not drawn),16.1%
Cc1ccc(O)c(-c2cc3ccccc3[nH]2)c1,1.8%
O=C(O)c1ccc(N/N=C/c2cccc3cccnc23)cc1,7.3%
CSc1nc(N)n2nc(-c3ccc(Cl)cc3)cc2n1,5.6%
O=c1[nH]c(CSc2ccccn2)nc2ccccc12,9.9%
CCOC(=O)CN1C(=O)S/C(=C/c2cc(C)n(C)c2C)C1=O,16.1%
COCCSc1nnc(NC(=O)c2ccc3c(c2)OCO3)s1,7.6%
N/C(=N\OC(=O)c1ccc2c(c1)OCO2)c1cccnc1,7.8%
Nc1cc(Nc2ccc(Br)cc2)nc(N)n1,14.6%
CCOc1ccc(C(=O)N2CCCC2)cc1OC,0.7%
O=[N+]([O-])c1ccccc1N/N=C1\CCc2ccccc21,8.3%
Cc1ccc(N/C=C2/Sc3ccccc3NC2=O)cc1,0.8%
CCOC(=O)C(=O)N(Nc1ccc(C)cc1)c1ccc(C)cc1,9.3%
Nc1c(C(=O)c2ccc(Br)s2)oc2ccccc12,8.4%

# More entries.
SMILES,AID1053144
O=c1sc2ccccc2n1CCOc1ccccc1,23.4%
Cc1ccnc(NC(=O)C2CC(=O)N(c3ccc4c(c3)OCCO4)C2)c1 (stereo not drawn),3.3%
COc1ccc(C2CC(c3ccc4ccccc4c3OC(C)=O)=NN2C(C)=O)cc1 (stereo not drawn),11.1%
O=C(Nc1ccc2c(c1)CCC2)Nc1ccccc1Cl,10.5%
S=C(c1ccc(-c2cccc(Cl)c2)o1)N1CCCCC1,7.2%
Cc1onc(-c2c(Cl)cccc2Cl)c1NC(=O)NC1CCSC1 (stereo not drawn),-0.2%
CNc1ncc(C(=O)c2ccc(-c3ccccc3)cc2)s1,21.9%
O=C(Nc1ccccc1)c1cc2ccccc2o1,11.2%
O=C1CCCC(O)=C1N=Nc1ccc2c(c1)OCO2,6.7%
COc1cccc(C(=O)COC(=O)c2cccs2)c1,11.3%
O=C1CNC(=S)N1c1nc(-c2ccccc2)cs1,8.2%
Nc1[nH]c(N=NC(=O)c2ccccc2O)c2ccccc12,18.3%
Oc1ccccc1-c1cc(-c2ccc(F)cc2)n[nH]1,19.7%
Oc1ccc(NCc2ccccc2OCc2ccccc2)cc1,4.2%
CCOC(=O)c1c(C)[nH]c(C(=O)OCc2ccccc2)c1C,11.5%
CCc1nc(-c2ccc(-c3ccc(OC)cc3)nc2OC)no1,7.7%
CC(=O)CSc1ncnc2c1cnn2-c1ccccc1,8.4%
COc1ccccc1C1CC(c2cccs2)=Nc2ccccc2S1 (stereo not drawn),-0.6%
c1ccc2c(c1)oc1c(NCC3CCCO3)ncnc12 (stereo not drawn),16.6%
CC(C)OC(=O)c1ccc2nc3ccccc3nc2c1,15.3%
O=C(/C=C/Nc1ccc(Oc2ccccc2)cc1)c1ccco1,6.6%
CN(C)S(=O)(=O)Oc1cccc(C(=O)Nc2cccc(Cl)c2)c1,13µM*
COc1ccccc1C(=O)Nc1ccc(Br)cc1C,8.4%
CCc1cc(C(=O)Nc2ccc(C)cc2Br)cs1,12.0%
Brc1ccccc1-n1nnc(-c2cnc3ccccc3c2)n1,3.8%
Cc1nc(C(C)NC(=O)CCc2nnc(CCCc3ccccc3)o2)c(C)s1 (stereo not drawn),10.9%
O=C(/C=C/c1ccc(N2CCOCC2)cc1)c1ccccc1,5.8%
Cc1ccc(C(=O)c2sc3nc4c(cc3c2N)CCC4)cc1,6.5%
O=C(Nc1nnc([C@@H]2C[C@H](O)[C@@H](CO)O2)s1)Nc1ccccc1F,10.5%
Cc1ccc(C(=O)Nc2cc3c(oc2=O)CCCC3=O)cc1,9.5%

# Sorted by number of heavy atoms (largest number first): 3 of the compounds above
SMILES,AID1053144
O=C(Nc1nnc([C@@H]2C[C@H](O)[C@@H](CO)O2)s1)Nc1ccccc1F,10.5%
CC(C)OC(=O)c1ccc2nc3ccccc3nc2c1,15.3%
CCc1cc(C(=O)Nc2ccc(C)cc2Br)cs1,12.0%

# Carrying on:
SMILES,AID1053144
COc1ccc(CCN2C(=NC(C)=O)SC3CS(=O)(=O)CC32)cc1OC (stereo not drawn),2.1%
COc1cccc(/C=N/Nc2ccccc2C(=O)O)c1O,6.7%
O=C(NCCc1ccc(Cl)cc1)c1ccc2c(c1)OCO2,16.5%
Clc1ccc2oc(-c3ccccc3)cc(=NCCCN3CCOCC3)c2c1,24.8%
O=C(Nc1ccc(N2CCCC2)cc1)c1ccc2ccccc2c1,4.5%
O=C(Nc1nc2ccc(Cl)cc2s1)C1CC1,10.7%
CCOc1ccc(C(C)=O)cc1CSc1nnc(-c2cccs2)n1CC1CCCO1 (stereo not drawn),11.3%
c1ccc(CSc2ccc(-c3ccco3)nn2)cc1,8.9%
O=C(OCc1nc2ccsc2c(=O)[nH]1)c1ccc(Cl)nc1,7.6%
CN(/N=C/c1ccncc1)c1cnc2ccccc2n1,9.2%
COc1ccc(-c2cc3ccc(F)cc3cn2)cc1,2.7%
COCCNc1oc(-c2ccc(Cl)cc2)nc1C#N,15.8%
Nc1ccccc1SC(CC(=O)c1ccccc1)c1ccc([N+](=O)[O-])cc1 (stereo not drawn),5.8%

# Bioassay records: PubChem, Broad Institute

# An excerpt (hit frequency here may not be typical).
